# Compound activity: PubChem, National Center for Advancing Translational Sciences (NCATS)
# Anesthetic bind – qHTS Assay for Identification of Novel General Anesthetics; apoferritin/1-aminoanthracene competitive binding, fluorescence; Potency, µM (series often up to 77.5 µM), for the others: at the top dose activity change, negative = displacement, actives largely listed as inhibitors; AID 485281, 2010; 350,000 compounds, 0.074% hits; note: potency is the fitted concentration of half-maximal effect; % is set by controls: 0 for no effect and ±100 for the full control effect; nearly all actives have a fitted effect of over 20% in size
# Target sequence (P02791 2-175 limits assumed): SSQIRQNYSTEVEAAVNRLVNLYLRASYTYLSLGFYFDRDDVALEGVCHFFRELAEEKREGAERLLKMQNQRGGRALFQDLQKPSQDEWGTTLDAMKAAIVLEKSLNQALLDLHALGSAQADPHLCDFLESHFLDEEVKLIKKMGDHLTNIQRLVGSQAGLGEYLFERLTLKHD
#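 Probe: 1-aminoanthracene (50% saturated, PBS). Protein: horse-spleen apoferritin, 10 uM. Incubation: 10 min, room temperature. Detection: 380 nm excitation, 535 nm emission. Analysis: normalized response, four-parameter Hill.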
# D2 PAM – HTS Assay for Positive Allosteric Modulators of the Human D2 Dopamine Receptor: Primary Screen for Potentiators | D(2) dopamine receptor (Homo sapiens), P14416 | HEK293 T-REx D2, calcium flux, EC20 dopamine potentiation | potentiation, % at 10 µM | 340,000 compounds, 0.34% hits | AID 485347, 2010;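 active = potentiation over 3 SD above the plate norm, cut at about 30% in these data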; note: 0% is about no effect
#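 Calcium flux readout, no-wash dye, 1 read/s. Inducible HEK293 Trex D2 line, overnight 30 C. Compound alone 180 s (agonist flags), then EC20 dopamine, another 180 s to score potentiation.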
# D1 agonist – Allosteric Agonists of the Human D1 Dopamine Receptor: qHTS; D(1A) dopamine receptor (Homo sapiens), P21728; HEK293 T-REx D1 cells, calcium flux, agonist mode; activation, % at 2 µM; 360,000 compounds, 1% hits; in the data active = activation above about 30%; note: 0% is about no effect
# Target sequence (P21728 whole entry, looked up): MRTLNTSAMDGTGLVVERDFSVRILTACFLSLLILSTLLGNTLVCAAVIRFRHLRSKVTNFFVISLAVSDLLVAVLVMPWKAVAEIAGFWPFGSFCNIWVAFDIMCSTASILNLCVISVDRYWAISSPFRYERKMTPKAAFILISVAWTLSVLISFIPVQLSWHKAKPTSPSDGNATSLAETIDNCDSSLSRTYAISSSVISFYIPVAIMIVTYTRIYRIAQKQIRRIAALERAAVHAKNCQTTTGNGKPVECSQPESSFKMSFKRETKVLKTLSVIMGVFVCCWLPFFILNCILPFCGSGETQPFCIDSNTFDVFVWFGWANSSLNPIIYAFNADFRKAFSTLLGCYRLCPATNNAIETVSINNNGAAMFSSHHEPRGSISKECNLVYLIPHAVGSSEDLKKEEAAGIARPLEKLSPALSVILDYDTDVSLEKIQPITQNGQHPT
#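 Inducible HEK293 T-REx D1 cells, force-coupled to calcium signalling, were plated at 4000 cells/well with tetracycline and held overnight at 30 C. After no-wash calcium dye loading, compound-evoked calcium rise over 180 s flagged agonists.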
# D1 PAM – Potentiators of Human D1 Dopamine Receptor: qHTS; potentiation, % at 10 µM; D(1A) dopamine receptor (Homo sapiens), P21728; 360,000 compounds, 0.036% hits; HEK293 TREx D1 cells, calcium flux, dopamine EC20 potentiation; AID 504651, 2011; in the data active = potentiation above about 30%; note: 0% is about no effect
# RXFP1 antagonist – qHTS Assay for Antagonists of the Relaxin Receptor RXFP1; AID 1259400, 2018; Relaxin receptor 1 (Homo sapiens), Q9HBX9; HEK293-RXFP1, relaxin-stimulated cAMP HTRF, 30 min; hits give low values; activity change, negative = inhibition, % at 57.5 µM; 350,000 compounds, 0.59% hits;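 active = activity change of -60% or lower, but not beyond a set lower limit; inconclusive = change between -60% and -40%, or beyond the set limit; inactive = change above -40%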; note: % is set by controls: 0 for no effect and ±100 for the full control effect
# RXFP1 agonist – qHTS Assay for Agonists of the Relaxin Receptor RXFP1; HEK293T-RXFP1 cAMP TR-FRET, 30 min; response scale: percent of porcine relaxin response, buffer zero; Potency, µM (top dose mostly 57.5 µM), inactives show top-dose activation, most hits filed as activators; 370,000 compounds, 0.3% hits; AID 2676, 2010; note: potency is the fitted concentration of half-maximal effect; % is set by controls: 0 for no effect and ±100 for the full control effect; nearly all actives have a fitted effect of over 60% in size; many of its hits are not listed in these tables
#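 Agonist response is measured as cAMP accumulation in an RXFP1-transfected HEK293T line under PDE4 inhibition. Values are scaled between buffer-only and 29 nM porcine relaxin, and EC50s come from standard Hill equation fits.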
# TRHR PAM – qHTS for Small Molecule Agonists and Allosteric Enhancers of Human TRH Receptor: Primary Screen for Enhancers; enhancement, % at 2 µM; TRHR cells, fluo-8 calcium fluorescence, EC20 TRH enhancement; AID 493056, 2011; 360,000 compounds, 0.66% hits; Thyrotropin-releasing hormone receptor (Homo sapiens), P34981; in the data active = enhancement above about 30%; note: 0% is about no effect
# Target sequence (P34981 whole entry, looked up): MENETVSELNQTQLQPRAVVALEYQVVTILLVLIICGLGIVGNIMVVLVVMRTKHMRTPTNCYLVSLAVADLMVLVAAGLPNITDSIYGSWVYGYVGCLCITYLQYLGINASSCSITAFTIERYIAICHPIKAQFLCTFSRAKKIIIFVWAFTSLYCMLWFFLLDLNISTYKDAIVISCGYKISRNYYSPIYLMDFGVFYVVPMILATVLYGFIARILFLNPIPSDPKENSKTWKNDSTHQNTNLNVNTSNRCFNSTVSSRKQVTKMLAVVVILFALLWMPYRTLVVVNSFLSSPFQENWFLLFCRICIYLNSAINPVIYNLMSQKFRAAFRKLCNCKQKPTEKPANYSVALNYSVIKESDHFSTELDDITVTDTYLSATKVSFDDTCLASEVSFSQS
#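 TRHR-expressing cells loaded with fluo-8 calcium dye were read kinetically (ex 480/em 530) during compound addition, then stimulated with an EC20 of TRH (10 nM final). Enhancement of the Gq-mediated intracellular calcium response was scored.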
# D1 antagonist – Antagonist of Human D 1 Dopamine Receptor: qHTS; activity change, negative = inhibition, % at 10 µM; 360,000 compounds, 3.2% hits; HEK293 TREx D1 cells, calcium flux, dopamine EC80; hits give low values; AID 504652, 2011; D(1A) dopamine receptor (Homo sapiens), P21728; in the data active = activity change below about -30%; note: % is set by controls: 0 for no effect and ±100 for the full control effect
#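 Kinetic fluorescence of a calcium dye serves as the read-out. D1-expressing Hek293 Trex cells, induced overnight at 30 C, are exposed to compound for 180 s before an EC80 dopamine addition, then read 180 s further.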
# TRHR ag – qHTS for Small Molecule Agonists and Allosteric Enhancers of Human TRH Receptor: Primary Screen for Agonists. Thyrotropin-releasing hormone receptor (Homo sapiens), P34981. TRHR cells, calcium flux fluo-8, FDSS agonist mode. activation, % at 2 µM. 360,000 compounds, 0.18% hits. AID 493084, 2011; in the data active = activation above about 30%; note: 0% is about no effect
#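 Fluo-8-loaded TRHR cells; 10 s baseline, compound added, kinetic Ca2+ fluorescence read 1/s, agonist mode.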
# * marks the source's active call; other numbers are inactive results; ? = inconclusive; . = no result given; [ ] = remark or other dose. Unless noted, calls come from the whole dose curve; as a rule, active = well fitted curve in the direction sought with a large enough effect; inconclusive = small, poorly fitted or top-dose-only effect, or another doubt; inactive = no such curve, though single readings can be large; an effect the other way counts as inactive or inconclusive. These rows are one share of the data; count on the stated rates, not on these rows.
entry	canonical_smiles	Anesthetic bind	D2 PAM	D1 agonist	D1 PAM	RXFP1 antagonist	RXFP1 agonist	TRHR PAM	D1 antagonist	TRHR ag
1	COc1ccc(CNC(=O)c2cc3c(=O)[nH]c4ccccc4c3n2C)c(OC)c1	53%[activator]	17	1	7	2	1.0%	6	3	-0.8
2	O=C1N(c2cccc(Cl)c2)C(c2ccccc2)N2CCCN12 (stereo unspecified)	3%	8	4	3	-4	-0.6%	5	4	-0.6
3	CNC(=O)CN(c1ccc(F)cc1)S(=O)(=O)c1cc(C)ccc1OC	-5%	13	0	0	6	-0.8%	7	1	-1.8
4	Cc1ccc(Cn2ccn(Cc3ccccc3F)c(=O)c2=O)cc1	-16%	-2	3	-1	8	-0.8%	0	-17	-0.5
5	CCC(C)(C)n1nnnc1C(c1cc2cc(C)ccc2[nH]c1=O)N1CCCC1 (stereo unspecified)	-12%	-4	2	-2	-8	0.6%	0	-13	-0.5
6	COc1ccc2oc(=O)cc(-c3cc4ccccc4o3)c2c1	-8%	-9	4	0	12	3.1%	-1	-25	0.5
7	O=C(c1nc2ccccn2c1CN1CCC(Cc2ccccc2)CC1)N1CCCC1	-12%	-14	0	10	-13	0.3%	-6	1	0.2
8	CCOc1cc(NC(=O)c2ccco2)c(OCC)cc1NC(=O)Cc1ccc(OC)c(OC)c1	-23%	.	1	0	-1	5.4%	-2	5	-1.2
9	CCOc1cc(CNc2ncc(-c3ccc(OC)cc3)n2C)ccc1O	-21%	-16	0	-4	-15	-2.5%	-2	-21	-1.0
10	CC1CCC(N2CC(=O)N(C3CCCCC3)C(c3ccc(Cl)cc3)C2=O)CC1 (stereo unspecified)	-17%	5	-4	0	-1	1.5%	-6	7	-0.2
11	CC(C)(OC(=O)NC(=O)C(F)(F)F)C(C)(C)OC(=O)NC(=O)C(F)(F)F	3%	1	3	-1	-23	0.5%	-2	-12	1.6
12	CN(Cc1ccccc1)C(=O)CN(C)S(=O)(=O)c1ccc(F)cc1	-12%	-8	0	-7	13	4.3%	-2	6	-0.6
13	Cc1ccc(Nc2cc(-c3ccccc3)nc3ncnn23)cc1	-2%	-1	3	-3	4	-2.5%	-5	4	-0.8
14	Cc1ccc(-n2c(=O)cc(N3CCN(c4ccccc4Cl)CC3)[nH]c2=O)cc1	-9%	9	0	-8	-27	2.7%	0	-18	0.1
15	CCOC(=O)c1ccc(NC(=O)COc2ccc(CNC3CCCCC3)cc2OC)cc1	-15%	3	15	-2	-31	0.4%	5	.	2.2
16	CCOC(=O)c1ccc(NC(=S)N(CCCN2CCN(C)CC2)Cc2cccs2)cc1	-15%	6	9	-6	-4	2.0%	-2	2	0.9
17	CC1=CC(c2ccccc2)n2nc(NC(=O)CCC(=O)O)nc2N1 (stereo unspecified)	97%[activator]	1	1	5	-7	0.5%	2	-3	0.2
18	CN(C)CCN(C(=O)c1cc(Cl)sc1Cl)c1nc2ccc(F)cc2s1	-17%	-11	2	-11	-28	-0.8%	0	0	0.7
19	Cc1cccc(C)c1NC(=O)CCSCCc1ccccn1	-11%	12	3	9	-6	-1.0%	19	-9	-0.3
20	CCCCCCSC1=C(C#N)C(c2ccc(C)o2)CC(=O)N1 (stereo unspecified)	?	19	2	-6	-4	1.1%	3	-9	-1.6
21	Nc1c(-c2ccccc2)cnn1-c1ccc(C(=O)O)cc1	-9%	0	1	-1	18	-1.9%	15	0	1.4
22	CCOCC(=O)Nc1cccc(Br)c1	4%	17	-3	-1	-18	-1.6%	3	-3	-0.8
23	COc1cc(C(=O)Nc2nnc(SC)s2)c([N+](=O)[O-])cc1OC	-12%	0	2	1	6	-0.5%	-1	9	0.1
24	COc1cc(NC(=O)COc2cc(O)c3c(c2)OC(C)(C)CC3=O)cc(OC)c1OC	?	-4	6	-3	.	1.7%	-8	-13	2.2
25	c1ccc(CNc2nc3ccccc3n3cnnc23)cc1	-10%	41*	2	.	.	1.1%	-9	12	-0.7
26	COc1ccc(CCC(N)=O)cc1OC	-5%	-6	0	-1	-2	-1.7%	-2	-2	1.0
27	c1ccc(-n2cnnc2SCc2cn3ccsc3n2)cc1	-12%	-3	2	-3	-2	1.2%	5	4	-0.1
28	O=C(O)Cc1cc(F)c(S(=O)(=O)N2CCN(S(=O)(=O)c3ccc4c(c3)OCCO4)CC2)cc1F	.	.	0	3	.	.	3	-42*	-2.5
29	CC1CC(C)CN(CC(=O)Nc2cc(S(=O)(=O)N3CCOCC3)ccc2N2CCCC2)C1 (stereo unspecified)	.	1	1	-2	-2	2.0%	0	-1	-0.5
30	Cc1ccc2[nH]c3c(c2c1)CN(C(=O)CN1CC(C)OC(C)C1)CC3 (stereo unspecified)	66%[activator]	-4	11	-5	1	0.7%	3	-2	3.1
31	CC(C)(C)C(=O)OCc1nc(-c2ccc(F)cc2)cs1	-7%	7	5	-1	-29	-2.0%	2	-9	0.6
32	CC(=O)c1cccc(NC(=O)CN(c2ccc(C)cc2)S(=O)(=O)c2cccc3nonc23)c1	?	8	3	1	-8	0.8%	2	19	0.5
33	O=C(CN(CCc1ccccc1)Cc1ccccc1)Oc1ccccc1P(=O)(O)O	10%	2	0	-1	0	-0.7%	-3	-8	0.3
34	CC(C)OC(=O)c1c(NC(=O)c2cccs2)sc2c1CCCC2	-5%	6	1	-2	-4	0.4%	4	11	1.2
35	Cc1nn(C2CCS(=O)(=O)C2)c(Cl)c1/C=C/C(=O)OCC(=O)Nc1ccc2c(c1)OCO2 (stereo unspecified)	-13%	-5	12	5	-20	0.2%	5	1	-0.6
36	Cc1c(NS(=O)(=O)c2ccc(C(=O)NCc3ccc(F)cc3)cc2)c(=O)n(-c2ccccc2)n1C	.	-14	0	-9	-4	0.8%	2	-36*	-0.1
37	Cc1ccc(S(=O)(=O)N2CCCOC2CNC(=O)C(=O)NCc2cccnc2)cc1 (stereo unspecified)	-5%	14	0	0	6	5.8%	2	4	0.3
38	Nc1nc2n(n1)C(=O)CC(c1ccccc1[N+](=O)[O-])N2 (stereo unspecified)	-1%	-3	3	-4	-1	1.4%	-5	10	-0.1
39	COc1cc2c(ccc3cc(OC)c(OC)c(O)c32)cc1O	-4%	14	1	-11	.	1.6%	27	-8	-0.9
40	CC1CCCN(c2nc(NCc3ccco3)nc(N)c2[N+](=O)[O-])C1 (stereo unspecified)	?	20	9	6	19	-1.6%	1	12	-0.3

# Sorted by the number under D1 antagonist (rising): three of the compounds above.
nr	Structure	D2 PAM	D1 agonist	D1 PAM	RXFP1 antagonist	RXFP1 agonist	TRHR PAM	D1 antagonist	TRHR ag
33	O=C(CN(CCc1ccccc1)Cc1ccccc1)Oc1ccccc1P(=O)(O)O	2	0	-1	0	-0.7%	-3	-8	0.3
34	CC(C)OC(=O)c1c(NC(=O)c2cccs2)sc2c1CCCC2	6	1	-2	-4	0.4%	4	11	1.2
40	CC1CCCN(c2nc(NCc3ccco3)nc(N)c2[N+](=O)[O-])C1 (stereo unspecified)	20	9	6	19	-1.6%	1	12	-0.3

# Further structures.
entry	canonical_smiles	Anesthetic bind	D2 PAM	D1 agonist	D1 PAM	RXFP1 antagonist	RXFP1 agonist	TRHR PAM	D1 antagonist	TRHR ag
41	CC(C)n1c(SC2C(=O)CC(C)(C)CC2=O)nc2c1c(=O)n(C)c(=O)n2C	-16%	18	2	-2	6	9.1%	-6	7	1.8
42	OCC[C@H]1C[C@@H](O)[C@H](O)[C@@]2(Cc3ccccc3CO2)O1	.	9	3	6	.	-0.4%	5	4	0.7
43	Cc1ccc(NC(=O)C(OC(=O)c2ccc(F)cc2)c2ccccc2)cc1Cl (stereo unspecified)	-16%	-5	7	0	-8	0.8%	7	-1	2.0
44	O=c1[nH]c(C2CCN(S(=O)(=O)c3ccccc3F)CC2)nc2c1nnn2Cc1ccc2c(c1)OCCO2	-4%	-2	2	-1	-3	0.7%	4	-1	0.4
45	O=S(=O)(/N=C(/Nc1ccc(F)cc1F)c1ccccc1)c1ccc(Br)cc1	37%[activator]	-8	1	-7	.	0.2%	0	-6	0.4
46	CCN(CC)CCCNC(=O)Cn1nc(C)n2c(cc3sccc32)c1=O	6%	6	0	-3	-5	-0.5%	4	-11	-0.2
47	CC(NC(=O)C1CCC1)c1ccc(Cl)cc1 (stereo unspecified)	-7%	-7	4	4	-9	0.9%	1	8	0.3
48	O=C(c1cc(C2CC2)nn1-c1ccccc1)N1CCN(Cc2ccc(Cl)cc2)CC1	.	-12	3	-2	-3	1.4%	-3	1	0.2
49	CCCN(CC(=O)Nc1ccc(Cl)cc1Cl)C(=O)/C=C/c1cccc([N+](=O)[O-])c1	-2%	-24	2	12	20	2.7%	0	7	0.3
50	O=C(CNC(=O)c1ccccc1)OC(C(=O)c1ccccc1)c1ccccc1 (stereo unspecified)	-8%	11	4	-10	-7	1.3%	0	2	0.2
51	Cc1ccc([C@@H]2[C@@H]3C(=O)N(C)C(=O)[C@@H]3[C@]3(Cc4ccccc4)C(=O)N(CCO)CC(=O)N23)o1	-7%	-9	2	-4	.	-1.2%	-1	6	-0.1
52	CCc1ccc2occ(CC(=O)N(Cc3ccccc3)C3CCS(=O)(=O)C3)c2c1 (stereo unspecified)	-21%	10	7	0	-16	2.1%	-5	4	0.2
53	Nc1c(C(=O)Nc2ccc3c(c2)OCCO3)nnn1Cc1cccc(F)c1	.	4	2	-2	-1	-0.8%	0	5	0.8
54	COc1ccc(N(CC(=O)NCCC2=CCCCC2)S(=O)(=O)c2ccccc2)cc1OC	-20%	12	0	-9	3	1.6%	-1	4	-0.5
55	O=C(/C(=C/O)N=Nc1ccc(Cl)cc1)c1ccncc1	?	3	0	3	-27	0.9%	6	-15	-0.6
56	Cc1cccc(-n2cnc3cc(C(=O)N4CCCCC4)ccc32)c1	-19%	.	3	-8	16	-0.5%	4	-15	-0.1
57	CC(=O)Nc1cc2c(cc1Br)OCCO2	-2%	-7	2	13	5	0.3%	12	-3	-0.1
